POLK inh: inhibitors of human DNA polymerase kappa; Potency, µM (titrated, usually from 107 µM), inactives show at the top dose activity, negative = inhibition, most hits filed as inhibitors; Q9UBT6; purified Pol kappa, fluorescent DNA synthesis assay, 10 min; AID 588579; 0.53% of 400,000 active; further: on the % scale 0 is the no-effect control and ±100 the full control effect
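Enzyme at 10 nM met test compounds for 15 min at room temperature. Substrate addition (50 nM final) began the reaction, which was monitored by fluorescence at 0 and 10 min.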
APEX1 inh: blocks human APE1 abasic DNA cleavage; P27695; recombinant APE1, TAMRA/BHQ-2 abasic DNA cleavage fluorescence; Potency, µM (series often up to 65.8 µM), without a hit: at the highest dose activity change, negative = inhibition, hits mostly inhibitors; 0.35% of 350,000 active; AID 2517;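 further: plate controls were vehicle for no effect and reference inhibitor for full effect; nearly all actives have a fitted effect of over 55% in size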
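APE1 at 0.75 nM preincubated 15 min at room temperature with compound. Reaction then started with 50 nM double-stranded THF-abasic substrate labelled with TAMRA/BHQ-2, and 525/598 nm fluorescence read kinetically. Activity taken as third-minus-first read difference, normalized to DMSO and NSC13755 controls.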
JMJD2A Tudor inh: JMJD2A Tudor domain (human) inhibition | AID 504339 | AlphaScreen JMJD2A-Tudor / H3K4me3 peptide binding | O75164 | Potency, µM (series often up to 114 µM), for the others: at the highest dose activity change, negative = inhibition, most hits filed as inhibitors | 4.4% of 390,000 active; further: on the % scale 0 is the no-effect control and ±100 the full control effect; nearly all actives have a fitted effect of over 50% in size
Target sequence (O75164 whole entry, looked up, the tested form may be a part): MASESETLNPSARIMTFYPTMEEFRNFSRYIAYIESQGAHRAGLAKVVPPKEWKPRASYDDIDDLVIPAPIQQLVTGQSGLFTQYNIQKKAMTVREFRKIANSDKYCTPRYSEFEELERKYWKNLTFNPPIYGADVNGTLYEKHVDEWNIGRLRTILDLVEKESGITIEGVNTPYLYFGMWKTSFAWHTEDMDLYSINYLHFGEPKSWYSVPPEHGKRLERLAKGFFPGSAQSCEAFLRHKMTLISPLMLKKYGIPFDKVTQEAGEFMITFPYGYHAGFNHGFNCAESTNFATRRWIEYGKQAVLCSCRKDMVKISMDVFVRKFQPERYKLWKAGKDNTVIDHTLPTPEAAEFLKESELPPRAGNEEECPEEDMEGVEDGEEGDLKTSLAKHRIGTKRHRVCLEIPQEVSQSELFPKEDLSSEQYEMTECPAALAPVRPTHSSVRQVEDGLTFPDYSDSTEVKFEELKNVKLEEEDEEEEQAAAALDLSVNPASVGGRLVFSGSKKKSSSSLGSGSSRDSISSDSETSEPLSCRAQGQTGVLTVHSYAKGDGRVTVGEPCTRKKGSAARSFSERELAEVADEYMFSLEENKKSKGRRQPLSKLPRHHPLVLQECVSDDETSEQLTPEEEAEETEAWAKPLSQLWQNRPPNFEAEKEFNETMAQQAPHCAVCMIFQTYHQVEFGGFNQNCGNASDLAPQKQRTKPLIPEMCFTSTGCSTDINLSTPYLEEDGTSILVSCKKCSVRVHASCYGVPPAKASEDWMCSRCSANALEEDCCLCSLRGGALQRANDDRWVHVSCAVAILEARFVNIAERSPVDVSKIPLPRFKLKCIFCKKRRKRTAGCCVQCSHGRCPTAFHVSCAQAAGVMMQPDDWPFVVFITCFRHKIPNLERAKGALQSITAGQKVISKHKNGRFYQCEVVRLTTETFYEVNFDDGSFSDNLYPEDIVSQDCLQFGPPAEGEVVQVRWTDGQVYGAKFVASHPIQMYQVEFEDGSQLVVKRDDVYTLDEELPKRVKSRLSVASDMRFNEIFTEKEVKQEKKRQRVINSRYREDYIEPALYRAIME
BLM helicase inh: inhibitors of human Bloom syndrome helicase BLM. P54132. recombinant BLM DNA unwinding, fluorescence dequenching. Potency, µM (highest dose often 56.1 µM), without a hit: top-dose activity change, negative = inhibition, usual class: inhibitors. 0.2% of 350,000 active. AID 2528;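 further: plate controls were vehicle for no effect and no enzyme for full effect; nearly all actives have a fitted effect of over 35% in size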
Pol iota inh: blocks human DNA polymerase iota activity | Pol iota fluorescent replication assay, 10 min | Potency, µM (top dose mostly 115 µM), inactives show at the top dose activity, negative = inhibition, most hits filed as inhibitors | 1% of 390,000 active
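Fluorescent replication assay read twice, at 0 min and 10 min after adding 50 nM (final) substrate. Enzyme (10 nM) and compounds were first incubated 15 min at room temperature; enzyme-free buffer wells were negative controls.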
POLH inh: DNA polymerase eta (human) inhibition. recombinant Pol eta, fluorescent DNA replication assay. Q9Y253. 1.2% of 390,000 active. Potency, µM (series often up to 114 µM), inactives show top-dose activity change, negative = inhibition, most hits filed as inhibitors. AID 588591; further: on the % scale 0 is the no-effect control and ±100 the full control effect
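Fluorescent replication assay: 50 nM final substrate added after a 15 min room-temperature compound preincubation with 10 nM enzyme. Signal taken at 0 min and again at 10 min.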
G9a block: G9a (human) methyltransferase inhibition. Potency, µM (doses to about 102 µM), inactives show top-dose activity, negative = inhibition, usual class: inhibitors. 8.8% of 350,000 active. G9a H3K9 monomethylation, AlphaScreen, 2 h; further: on the % scale 0 is the no-effect control and ±100 the full control effect; nearly all actives have a fitted effect of over 75% in size
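Quantitative HTS format: methyltransferase activity on a biotin-tagged H3K9 peptide is measured by AlphaScreen, using a rabbit anti-monomethyl-H3K9 antibody with streptavidin donor and anti-IgG acceptor beads. Final levels are 20 nM enzyme, 500 nM peptide, 20 uM SAM; 2 h RT.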
BAZ2B inh: BAZ2B (human) inhibition | Q9UIF8 | AlphaScreen BAZ2B-H3K14Ac peptide displacement | Potency, µM (titrated, usually from 114 µM), without a hit: at the top dose activity change, negative = inhibition, most hits filed as inhibitors | 4.4% of 360,000 active | AID 504333; further: on the % scale 0 is the no-effect control and ±100 the full control effect; nearly all actives have a fitted effect of over 60% in size
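BAZ2B 50 nM plus b-H3(5-23)K14Ac 50 nM, PBS pH 7.4/0.01% Tween-20, 30 min RT; compound added (max 110 uM), 30 min RT; streptavidin donor/Ni-chelate acceptor beads 10 ug/mL final, 20 min dark; AlphaScreen read.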
Pol beta inh: blocks human DNA polymerase beta activity. Pol beta primer extension/strand displacement, fluorescence kinetic. P06746. Potency, µM (highest dose often 114 µM), without a hit: at the highest dose activity change, negative = inhibition, actives largely listed as inhibitors. AID 485314. 1.3% of 340,000 active; further: on the % scale 0 is the no-effect control and ±100 the full control effect
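Preincubation: enzyme (10 nM) with compound, 15 min, RT. Reaction: substrate added to 50 nM final. Reads: 0 and 10 min. Analysis: normalized, Hill fit.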
* hit, by the source's call; ? = inconclusive; . = no result given; & = joins results of further samples; [ ] = dose if it differs, or a comment. The call rests on the fitted dose curve; in most records, active means well fitted curve in the direction sought with a large enough effect; inconclusive means small, poorly fitted or top-dose-only effect, or another doubt; inactive means no such curve, though single readings can be large; an effect the other way counts as inactive or inconclusive. Potency means the concentration at half of the fitted maximal effect. Not all compounds are listed (hit frequency here may not be typical).

SMILES,POLK inh,APEX1 inh,JMJD2A Tudor inh,BLM helicase inh,Pol iota inh,POLH inh,G9a block,BAZ2B inh,Pol beta inh
O=C(Cn1cnc2c(NCc3ccccc3)ncnc21)NCCN1CCOCC1,-15%,-18%,-16%,.,49%[activator],-8%,.,.,.
CCC(C)C1NC(=S)N(C2CCCCC2)C1=O (stereo not given),-2%,-4%,10%,-1%,-5%,-13%,15%,4%,3%
O=C(Nc1ccc2nc(SCC(=O)N3CCc4ccccc43)sc2c1)c1ccc(Cl)cc1,-1%,.,-17%,-5%,?,12%,-15%[59 µM],-11%,0%
CCN(CC)C(=O)Cn1cc(SCC(=O)Nc2cc(C)on2)c2ccccc21,-13%,-2%,89µM*,-3%,128%[activator],-16%,-7%,-12%,1%
O=C(CSc1nc(=O)n2ccccc2n1)N1CCN(c2ccccc2)CC1,-1%,-12%,-6%,.,9%,6%,-10%,?,.
COc1ccccc1NC(=O)C1=C(C)Nc2c(C(=O)Nc3ccc(C)cc3)cnn2C1c1cccc(OC)c1OC (stereo not given),-2%,.,-23%,-8%,1%,-8%,1%[59 µM],0%[57.1 µM],31%
O=C(Cc1cccs1)N1CCN(S(=O)(=O)c2ccc(F)cc2)CC1,-6%,4%,-11%,2%,32%[activator],-15%,21%[59 µM],-30%,23%
O=C(OCc1nnc(-c2ccc([N+](=O)[O-])cc2)o1)C1CCN(C(=O)c2ccc(Cl)cc2)CC1,-5%,-2%,-32%,.,?,18%,?,-12%,.
Cc1ccc(NC(=O)CS(=O)CC(=O)NCCCN(C)c2ccccc2)cc1 (stereo not given),-9%,11%,-10%,-8%,1%[58.9 µM],-13%,40µM*,9%,21%
CCCCc1nc2cc(C(=O)NC(C)c3cnn(C)c3)ccc2o1 (stereo not given),-12%,-17%,-17%,-2%,4%,-7%,28%[0.501 µM],-1%,0%
CC(=O)NC(c1cccc([N+](=O)[O-])c1)c1ccc2cccnc2c1O (stereo not given),-3%,-6%,32µM*,-5%,23%,11%,.,38%[activator],1%
COCCn1c(C)cc(/C=C(\C#N)C(=O)OC(C)C(=O)Nc2ccc(NC(C)=O)cc2)c1C (stereo not given),-5%,-1%,-13%,.,24%,-14%,-4%,-4%,.
Cc1ccc(NC2=CC(=O)OC(C)C2)cc1 (stereo not given),-9%,-2%,-5%,-15%,11%,-11%,-39%[59 µM],22%,15%
CC1CCN(C(=O)Cn2cc(SCC(=O)Nc3ccccc3)c3ccccc32)CC1,-7%,.,8%,-8%,-6%,9%,2%[59 µM],-3%,0%
COc1ccccc1N1CCN(C(=O)CSc2ncnc3scc(-c4ccccc4)c23)CC1,-8%,-3%,?,-3%,?,-18%,12%[59 µM],-28%,0%
O=C1N(CCCl)c2ccc(Br)cc2C12OCCO2,-3%,-1%,-6%,-8%,99%[activator],-26%,.,-6%,-16%
COc1ccccc1CCC(=O)N1CCN(S(=O)(=O)c2cccc(F)c2)CC1,-14%,-5%,-6%,.,21%,-9%,-3%,-33%,.
CCc1ccc(CNCc2c(C(=O)O)c(C)n(Cc3c(F)cccc3Cl)c2C)cc1,-19%,.,?,2%,-12%,10%,-29%[59 µM],?,10%
CCCCCCn1c(SCC(=O)c2c(N)n(C)c(=O)n(C)c2=O)nc2ccccc21,-5%,-1%,-12%,-3%,29%,?,20%[12.7 µM],2%,14%
Clc1cccc(Cl)c1/C=C/c1nc2ccccc2[nH]1,-18%,10%,8%,-9%,14%,-5%,0%,0%,29%
COc1ccc(-c2cn(Cc3ccc(C)cc3)nn2)cc1,15%&-2%,21%,1%,0%,6%&28%,-8%,?,-3%,8%
CCNC(=O)Oc1ccc(-c2csnn2)cc1,-4%,-2%,-8%,-1%,46%[activator],-7%,7%,-5%,-21%
CCS(=O)(=O)CCSc1nc(C)cc(C)c1C#N,-1%,3%,-7%,1%,15%,5%,-1%[12.7 µM],10%,-2%
O=C(Nc1cccc2ncccc12)c1ccccc1[N+](=O)[O-],7%,31%,-11%,0%,63%[activator],-13%,12%,10%,54%
NC(=O)COC(=O)[C@H](Cc1ccccc1)NS(=O)(=O)c1ccc2c(c1)OCCO2,-3%,4%,-6%,.,-24%,-5%,-15%[0.501 µM],2%,.
Cc1cc(CSc2ccccc2C(=O)O)on1,6%,14%,2%,-1%,-12%,-11%,-7%,1%,4%
O=C(COC(=O)c1ccc(S(=O)(=O)N2CCCC2)cc1)NCc1ccccc1,8%,4%,-2%,-1%,?,-10%,19%,25%,47%
CCc1ccc(NC(=O)CSC2=Nc3ccccc3C3=NC(CCC(=O)NCc4ccco4)C(=O)N23)cc1 (stereo not given),-4%[60.1 µM],.,-13%,-2%,23%,-21%,-2%[59 µM],-14%,-9%
C=CCN(CC=C)CCOc1ccccc1,-2%,6%,3.5µM*,5%,8%,-18%,13µM*,56µM*,5%
CC(C)SCCCOc1ccc(C(C)(C)C)cc1,-2%,-4%,41%[activator],2%,16%,-2%,40%,11%,4%
CCOC(=O)C1CCCN(S(=O)(=O)CCNC(=O)c2cccc(OC)c2)C1 (stereo not given),11%,-7%,-32%,.,29%,-17%,11µM*,-7%,.
C[C@H](NC(=O)Cc1cccc2ccccc12)C(=O)N1CCCN(C)CC1,-8%,-1%,-8%,-4%,117%[activator],-4%,-36%,-2%,3%
O=C(Cc1ccccc1)N/N=C/c1cc(Br)cc(Cl)c1O,-10%,0%,-18%,-4%,138%[activator],6%,1%,10%,24%
COc1ccc(S(=O)(=O)N2CCCC(C(=O)N3CCN(C)CC3)C2)cc1Cl (stereo not given),-1%,7%,-19%,1%,25%,-17%,.,-8%,15%
O=C(COc1ccc([N+](=O)[O-])cc1)N(Cc1cccs1)C1CCS(=O)(=O)C1 (stereo not given),-15%,8%,-20%,-11%,21%,-9%,-1%,-23%,0%
Cc1ccsc1/C=C1\SC(N2CCOCC2)=NC1=O,1%,-2%,-5%,-6%,22%,0%,13%[12.7 µM],-26%,-2%
CCOC(=O)c1cc(C#N)c(SCC(=O)c2cc(C#N)c(SC)nc2C)nc1C,-5%,-3%,-15%,-8%,12%,-5%,45µM*,9%,18%
Cn1cccc1C(=O)NCC(c1ccc(F)cc1)N1CCOCC1 (stereo not given),-5%,5%,-17%,-4%,-23%,-1%,3%,-26%,16%
Cc1ccc(-n2nc(CC#N)c(C#N)c2N)cc1,-14%,2%,-11%,-5%,32%,2%,-15%,6%,-2%[57.1 µM]
COc1cc(OC)cc(C(=O)NC(=S)Nc2cccnc2)c1,-13%,-1%,-8%[11.4 µM],-4%,5%,-2%,?,-15%,12%
O=C(NCCCCc1ccccc1)C12CN(Cc3ccccc3)CC1C(c1cccc([N+](=O)[O-])c1)=NO2 (stereo not given),-16%,4%,-35%,-5%,-21%,-16%,?,-26%,-20%
O=S(=O)(Nc1cc(Sc2cccc3cccnc23)c(O)c2ccccc12)c1ccc(F)cc1,-13%,9%,18µM*,-6%,?,-3%,2µM*,?,10%
COC(=O)C1=CN(Cc2ccccc2)C=C(C(=O)OC)C1c1cc(F)ccc1F,-1%,12%,128%[activator],-11%,126%[activator],-22%,278%[activator],104%[activator],-1%
CC1=C(C(=O)OC(C)C)C(c2c[nH]c3ccccc23)n2ncnc2N1 (stereo not given),4%,4%,-5%,-4%,10%,-20%,26%,3%,22%
C#CCOC(=O)/C(=C/c1ccc(F)cc1)NC(C)=O,-9%,3%,-12%,1%,176%[activator],-5%,-6%,-5%,-13%
COc1ccc(/C=C(\C#N)C(=O)OCC(=O)Nc2ccc(-c3nc4ccc(C)cc4s3)cc2)cc1,-6%,-3%,-19%,-7%,45%[activator],-17%,-5%,-18%,-3%
Nc1nnnn1/N=C/c1cc(Cl)ccc1O,-11%,-2%,-3%,-9%,22%,-20%,15%,1%,2%
COc1ccc(N2CCN(C(=O)c3oc4ccccc4c3NC(=O)Cc3cccc(OC)c3)CC2)cc1,-9%,7%,16µM*,-10%,19%,-28%,40µM*,?,-13%
CCCCC/C=C/C1=CC(=O)C[C@H](c2ccc3c(c2)OCO3)C1,3%,-24%,35%,.,9%,-8%,-15%[0.501 µM],32%,.
COc1ccc2c(Cl)c(C(=O)NN3CCN(C)CC3)sc2c1,-5%,8%,-19%,-7%,202%[activator],-17%,37%[activator][12.7 µM],-22%,-19%
Cc1cccn2c(=O)nc(SCC(=O)Nc3cccc4ccccc34)nc12,-9%,-13%,-9%,.,48%[activator],-5%,-34%,-1%,.
CCOC(=O)c1ccc(N(C(=O)c2ccco2)C(C(=O)NC2CCCC2)c2ccncc2)cc1 (stereo not given),-1%,5%,-10%,0%,56%[activator],0%,-50%,?,30%

Bioassay records (PubChem)
